NALP1 inh = inhibitors of NALP1 inflammasome in yeast; S. cerevisiae NALP1/ASC/caspase-1 growth, X-gal OD620, 72 h; 280,000 compounds, 0.61% hits; inhibition, % at 10 µM; in the data active = inhibition mostly above about 24%, no sharp cut-off; inactive = mostly below about 32%; note: some compounds called inactive have numbers as strong as hits
M18AAP inhibitor = blocks P. falciparum M18 aspartyl aminopeptidase; recombinant PfM18AAP, H-Glu-NHMec fluorogenic cleavage; inhibition, % at 7.35 µM; 290,000 compounds, 1.2% hits;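 active = inhibition above the campaign mean inhibition over all tested compounds plus 3 SD, cut at about 28% in these data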;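 note: 0% = plate median of test compound wells and 100% = 2 mM ZnCl2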
MEKK2 WT-MEK5 = raises or lowers MEK5 binding to wildtype human MEKK2 PB1 domain. Q9Y2U5. binding response (% of control), % at 10 µM. bead flow cytometry, Alexa488-MEK5 binding to MEKK2 WT; actives lie on both sides. 290,000 compounds, 1.1% hits. AID 1531; in the data active = binding response below about 67% or above about 130%
MEKK2mut PB1 HTS = signal of MEK5 binding to mutant human MEKK2 PB1 domain; bead flow cytometry, Alexa488-MEK5 binding to MEKK2 mutant; percent response, % at 10 µM; 290,000 compounds, 0.35% hits; AID 1530; in the data active = percent response above about 24%, passing the limit was not always enough; note: inactives centre near 1; some results filed as inactive read as strong as hits; reference of the scale not given here
MEKK3 PB1 HTS = modulators (inhibitors or enhancers) of MEK5 binding to human MEKK3 PB1 domain; Q99759; bead-based flow cytometry, Alexa488-MEK5 binding to MEKK3; actives lie on both sides; 0 = blocked by unlabeled MEK5, 100 = vehicle; binding response (% of control), % at 10 µM; 290,000 compounds, 1.4% hits; AID 1529;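 active = binding response more than 3 SD above or below the average of its plate-row segment, actives on both sides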;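 note: Alexa488 bead fluorescence after subtracting the streptavidin-only scavenger bead signal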
Target sequence (Q99759 whole entry, looked up, the tested form may be a part): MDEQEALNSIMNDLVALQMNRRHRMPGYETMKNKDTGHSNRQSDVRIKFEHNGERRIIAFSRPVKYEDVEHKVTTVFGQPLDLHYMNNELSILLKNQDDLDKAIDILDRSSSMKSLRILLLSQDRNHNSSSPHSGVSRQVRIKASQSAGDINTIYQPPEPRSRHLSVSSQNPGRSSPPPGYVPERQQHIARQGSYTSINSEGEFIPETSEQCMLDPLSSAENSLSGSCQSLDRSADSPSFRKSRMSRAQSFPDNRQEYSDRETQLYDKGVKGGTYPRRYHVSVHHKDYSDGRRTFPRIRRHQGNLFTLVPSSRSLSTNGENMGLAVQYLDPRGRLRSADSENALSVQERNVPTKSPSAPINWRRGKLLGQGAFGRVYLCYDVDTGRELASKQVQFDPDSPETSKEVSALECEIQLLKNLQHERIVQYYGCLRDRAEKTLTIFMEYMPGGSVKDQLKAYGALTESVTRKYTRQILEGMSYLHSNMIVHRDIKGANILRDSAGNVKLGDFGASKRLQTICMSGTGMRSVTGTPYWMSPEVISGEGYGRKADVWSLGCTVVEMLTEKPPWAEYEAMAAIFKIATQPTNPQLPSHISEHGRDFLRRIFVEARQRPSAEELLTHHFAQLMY
pCIP destab = p/CIP protein destabilization. F442A p/CIP-EGFP cells, EGFP fluorescence, 16 h. AID 1984. decrease of EGFP signal, % at 10 µM. 290,000 compounds, 0.01% hits. Q05BA5;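 active = EGFP signal decrease of at least 30% at 10 µM or well 3 SD below plate mean, unless failing retest; inactive = the rest, including hits failing retest or dose response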; note: some compounds called inactive have numbers as strong as hits; many of its hits are not listed in these tables
IDE act = activators of human insulin-degrading enzyme in cells; P14735; HEK cells, FAbeta-B cleavage, fluorescence polarization; 0% vehicle, 100% cell-free pure enzyme wells; activation, % at 5.96 µM; 340,000 compounds, 0.073% hits; AID 493087;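 active = activation above the mean of all tested compounds plus 3 SD, set per screening campaign, cut at about 17% in these data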
SUMO HTRF inh = blocks human SUMOylation mediated by UBC9; P63279; HTRF SUMOylation assay, SAE1/SAE2 + UBC9, in vitro; inhibition, % at 35 µM; 290,000 compounds, 0.36% hits; in the data active = inhibition above about 50%, passing the limit was not always enough; note: strong numbers were not always called active
Target sequence (P63279 whole entry, looked up): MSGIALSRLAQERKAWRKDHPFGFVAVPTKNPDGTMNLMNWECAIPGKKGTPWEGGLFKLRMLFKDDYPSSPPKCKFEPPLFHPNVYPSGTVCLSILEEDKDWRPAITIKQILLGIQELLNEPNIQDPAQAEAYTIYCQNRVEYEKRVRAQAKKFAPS
IDE inh = cellular human IDE inhibition; P14735; HEK cells, FAbetaB cleavage, fluorescence polarization; inhibition, % at 5.59 µM; 320,000 compounds, 0.41% hits; AID 434962;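 active = percent inhibition above the average of all tested compounds plus 3 SD, set per screening campaign, cut at about 16% in these data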;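 note: IDE supplied by intact live HEK cells; FP after avidin binding of uncleaved biotin substrate so inhibition keeps polarization high; 0% = DMSO wells and 100% = 60 µM reference IDE inhibitor Ii1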
Active calls of the source: *; · = not tested or not shown; [ ] = remark or other dose. A portion of the library, so the mix of outcomes need not match the whole.

| MEKK2mut PB1 HTS | MEKK3 PB1 HTS | IDE inh | NALP1 inh | pCIP destab | MEKK2 WT-MEK5 | SUMO HTRF inh | M18AAP inhibitor | IDE act | SMILES |
| --- | --- | --- | --- | --- | --- | --- | --- | --- | --- |
| 3.0 | 102.0 | 5.3 | 14.5 | -2.8 | 98.0 | -3.0 | 0.1 | 1.1 | COc1ccccc1NC(=O)Nc1ccccc1C#N |
| · | · | 6.7 | 23.0 | 4.0 | · | 8.6 | 6.8 | 4.3 | COC(=O)c1nc(-c2ccccc2)oc1N1CCOCC1 |
| 11.0 | 108.0 | -1.9 | 16.9 | 0.8 | 111.0 | 7.8 | 16.8 | 5.0 | O=C(O)Cn1ncc2c1-c1ccoc1CC2 |
| 7.0 | 103.0 | -3.8 | 7.1 | 0.8 | 104.0 | 12.2 | -5.9 | 2.0 | COc1ccc(S(=O)(=O)NC(Cc2ccccc2)C(=O)O)cc1 (stereo not given) |
| -13.0 | 101.0 | 3.5 | 5.4 | 1.0 | 86.0 | 0.1 | -6.8 | -3.1 | Cc1cc(C(F)(F)F)nn1CC(=O)NCc1cccs1 |
| -4.0 | 90.0 | 2.6 | 15.4 | -2.5 | 91.0 | 28.4 | 9.1 | 0.2 | Cc1cc(C)n(-c2nc3c(c(=O)[nH]c(=O)n3C)n2CC(C)C)n1 |
| 0.0 | 99.0 | 2.8 | 10.7 | -6.6 | 102.0 | 23.0 | 3.0 | 2.5 | CCC1(C)Cc2ccccc2-c2nc(NCCO)n(-c3ccccc3)c(=O)c21 (stereo not given) |
| -9.0 | 98.0 | 1.5 | -4.2 | 5.3 | 91.0 | 4.9 | -1.0 | 0.9 | CN(CC(=O)OCC(=O)NCC(F)(F)F)S(=O)(=O)c1ccc(Cl)cc1 |
| 0.0 | 101.0 | 4.3 | 30.6 | -1.4 | 101.0 | · | -2.9 | 1.7 | CCCc1c(C(=O)N/N=C/c2cccnc2)nnn1-c1nonc1N |
| -1.0 | 106.0 | 8.5 | 21.2 | -0.5 | 111.0 | -7.3 | -8.4 | -3.5 | Cc1ccc(CC(=O)Nc2ccc(F)c([N+](=O)[O-])c2)cc1 |

Among those listed so far, two have a COOH group.
| MEKK2mut PB1 HTS | MEKK3 PB1 HTS | IDE inh | NALP1 inh | pCIP destab | MEKK2 WT-MEK5 | SUMO HTRF inh | M18AAP inhibitor | IDE act | SMILES |
| --- | --- | --- | --- | --- | --- | --- | --- | --- | --- |
| 11.0 | 108.0 | -1.9 | 16.9 | 0.8 | 111.0 | 7.8 | 16.8 | 5.0 | O=C(O)Cn1ncc2c1-c1ccoc1CC2 |
| 7.0 | 103.0 | -3.8 | 7.1 | 0.8 | 104.0 | 12.2 | -5.9 | 2.0 | COc1ccc(S(=O)(=O)NC(Cc2ccccc2)C(=O)O)cc1 (stereo not given) |

The listing continues:
| MEKK2mut PB1 HTS | MEKK3 PB1 HTS | IDE inh | NALP1 inh | pCIP destab | MEKK2 WT-MEK5 | SUMO HTRF inh | M18AAP inhibitor | IDE act | SMILES |
| --- | --- | --- | --- | --- | --- | --- | --- | --- | --- |
| 2.0 | 100.0 | 0.4 | -0.6 | -4.3 | 103.0 | -1.2 | -4.0 | -0.2 | COc1ccc(CCNC(=O)Cn2cnc3c2c(=O)n(C)c(=O)n3C)cc1OC |
| 4.0 | 113.0 | 3.4 | 0.0 | -14.6 | 118.0 | 19.2 | 7.6 | -5.8 | COC(=O)c1c2c(nc3ccccc13)CCC2 |
| -2.0 | 67.0*[inhibitor] | 1.6 | 14.8 | -7.9 | 75.0 | -2.7 | -3.4 | 3.3 | O=c1[nH]c(SCc2nc3ccccc3c(=O)n2-c2ccccc2C(F)(F)F)nc2ccccc12 |
| 1.0 | 102.0 | -1.9 | 20.6 | -11.0 | 103.0 | -2.0 | -4.9 | 4.0 | Cc1c(C(=O)NC2CCCCC2)sc2ncnc(N3CCN(c4ccccc4)CC3)c12 |
| -2.0 | 85.0 | -3.7 | 16.9 | -14.4 | 93.0 | 9.8 | -0.6 | -2.3 | Cc1cc(N=NC(=O)c2ccccc2O)c2ccccc2c1O |
| -3.0 | 95.0 | -4.1 | -27.9 | 1.0 | 96.0 | 10.6 | 1.6 | 2.1 | COc1ccc(/C=N/n2c(C)cc(C)c(C(N)=O)c2=O)cc1 |
| -5.0 | 99.0 | -5.7 | 9.4 | -7.5 | 98.0 | -12.8 | 2.7 | 1.5 | O=C(NCc1ccco1)c1cc(-c2ccc(Cl)cc2)on1 |
| -5.0 | 98.0 | 6.3 | 32.4 | -14.2 | 94.0 | -4.0 | -3.6 | 1.1 | Cc1ccc(C(=O)CSc2nnc(-c3c[nH]c4ccccc34)o2)cc1 |
| 9.0 | 107.0 | 3.1 | 17.3 | -31.4 | 107.0 | 9.8 | 2.1 | 3.4 | CC(=O)N(/N=C1\Sc2ccccc2C1=O)c1cccc(C)c1 |
| 2.0 | 60.0 | 0.9 | 20.6 | -3.1 | 77.0 | 15.7 | 2.2 | 3.2 | CN(C)/C=N/c1cc(=O)[nH]c(=O)n1Cc1ccccc1 |
| -8.0 | 95.0 | · | 7.5 | -4.8 | 92.0 | -4.4 | 7.6 | -6.0 | O=C(O)c1cc(N/N=C/c2ccc(-c3ccccc3)cc2)ccc1Cl |
| -4.0 | 85.0 | -5.0 | -2.2 | -3.4 | 90.0 | 0.4 | 88.7* | 5.1 | CCOC(=O)NC(=O)COC(=O)c1ccc(Sc2ncn[nH]2)c([N+](=O)[O-])c1 |
| -7.0 | 97.0 | 0.3 | -1.7 | -9.8 | 98.0 | 5.6 | 0.5 | 4.5 | COc1ccc(/C=N/NC(=O)CN(C)C(=O)OCc2ccccc2)cc1OC |
| -9.0 | 98.0 | 1.0 | 3.0 | 3.1 | 87.0 | 11.7 | -8.6 | 3.4 | Cc1c(Cl)cccc1NC(=O)N1CCCC1 |
| 6.0 | 106.0 | -4.7 | 16.5 | -5.9 | 107.0 | -5.7 | 6.5 | -2.6 | COc1cccc(C(=O)CSc2nnc(COc3cccc4cccnc34)o2)c1 |
| -9.0 | 100.0 | -8.3 | 3.7 | -14.3 | 92.0 | 15.6 | 3.2 | 2.1 | Cc1cc(=O)n(CC(=O)O)c2ccccc12 |
| 5.0 | 96.0 | 2.7 | 6.5 | 4.6 | 101.0 | -18.3 | 19.6 | 1.5 | Cc1cnc(NC(=O)CSc2nnc(Cc3ccccc3)o2)s1 |
| 3.0 | 108.0 | 0.9 | 17.5 | 1.7 | 110.0 | 2.2 | 15.9 | 5.1 | CN(C)CCCNC(=O)/C(=N\O)c1ccccc1 |

Arranged by molar mass (highest first): some entries from above.
| MEKK2mut PB1 HTS | MEKK3 PB1 HTS | IDE inh | NALP1 inh | pCIP destab | MEKK2 WT-MEK5 | SUMO HTRF inh | M18AAP inhibitor | IDE act | SMILES |
| --- | --- | --- | --- | --- | --- | --- | --- | --- | --- |
| 6.0 | 106.0 | -4.7 | 16.5 | -5.9 | 107.0 | -5.7 | 6.5 | -2.6 | COc1cccc(C(=O)CSc2nnc(COc3cccc4cccnc34)o2)c1 |
| -7.0 | 97.0 | 0.3 | -1.7 | -9.8 | 98.0 | 5.6 | 0.5 | 4.5 | COc1ccc(/C=N/NC(=O)CN(C)C(=O)OCc2ccccc2)cc1OC |
| -9.0 | 100.0 | -8.3 | 3.7 | -14.3 | 92.0 | 15.6 | 3.2 | 2.1 | Cc1cc(=O)n(CC(=O)O)c2ccccc12 |
